# Source: PubChem BioAssay (National Center for Advancing Translational Sciences (NCATS))
# Pf Dd2 growth: qHTS Primary assay for Inhibitors of Plasmodium falciparum Dd2 growth in vitro. P. falciparum Dd2 growth, SYBR Green, 72 h. Potency, µM (titrated, usually from 28.9 µM), without a hit: at the highest dose activity, negative = inhibition, most hits filed as inhibitors. 120,000 compounds, 4.3% hits; active = well fitted inhibition curve with a large enough effect; inconclusive = small, poorly fitted or top-dose-only effect; inactive = no such curve, though single readings can be large or run the other way;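 also: plate controls were DMSO vehicle for no effect and reference drug for full effect; nearly all actives have a fitted effect of over 65% in size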
#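 Infected erythrocytes (Dd2, 0.3% parasitemia, 2.5% hematocrit final) are added to compound in RPMI-1640/Albumax II medium, grown 72 h at 37C in low oxygen, then lysed with saponin/Triton-X containing SYBR Green and read by fluorescence.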
# * = called active by the depositor; i = inactive; ? = inconclusive; [ ] = dose if it differs, or a comment. Potency is read from the fitted curve at half-maximal effect.
SMILES,Pf Dd2 growth
CCn1cc(CN2CCC3(CC2)CN(c2ccncn2)CC3CO)c(C)n1 (stereo unspecified),?
CCCCCN1C(C(=O)c2ccccc2)=C(NC(=O)c2ccc(OC)c(OC)c2)c2ccccc2S1(=O)=O,89%[activator]
CCCCNC(=O)c1nnn2c1COC(c1ccc(C)cc1)C2 (stereo unspecified),i
Cc1cccc(-c2nc(S(=O)(=O)c3ccc(Cl)cc3)c(N3CCCCCC3)o2)c1,?
O=C(NCc1nnc2cc(-c3nc(C4CC4)no3)ccn12)c1ccc(F)c(Cl)c1,-2%
O=C(CCc1cc2ccccc2[nH]c1=O)N1CCN(C(=O)c2ccco2)CC1,?
O=C(c1n[nH]c2ccccc12)N1CCC(c2nc(C3CCOCC3)no2)C1 (stereo unspecified),i
O=C(CCn1ccn2nc3c(c2c1=O)CCCC3)Nc1cc(F)cc(F)c1,i
O=C1CCC(CCC(=O)N2CCN(c3ccccc3)C(=O)C2)(Cc2ccc(F)cc2)N1 (stereo unspecified),-5%
CS(=O)(=O)N1CCC(OC2CCN(C(=O)C3(c4ccccc4)CC3)CC2)CC1,?

# Brought forward from above: two compounds, followed by the next part.
SMILES,Pf Dd2 growth
O=C1CCC(CCC(=O)N2CCN(c3ccccc3)C(=O)C2)(Cc2ccc(F)cc2)N1 (stereo unspecified),-5%
CS(=O)(=O)N1CCC(OC2CCN(C(=O)C3(c4ccccc4)CC3)CC2)CC1,?
OCCc1ccc(Nc2cnc3ccc(-c4ccc(F)cc4)nn23)cc1,i
O=C(Cc1ccc(F)cc1)NCc1ccc2c(c1)CCN2C(=O)c1ccc(F)cc1,?
Cc1c(C(C)NC(=O)CN2CC(=O)NC2=O)cnn1-c1ccc(F)cc1F (stereo unspecified),-17%
COc1ccc(C(=O)N2CCC3(CC2)NCCc2c3[nH]c3ccccc23)c(OC)n1,?
COc1cccc(C(=O)N[C@@H]2CN(S(C)(=O)=O)C[C@H]2CN(C)C)c1C,22%
O=C(CCCN1C(=O)c2cccnc2Oc2ccc(Cl)cc21)NCc1ccc(F)cc1,i
CCN1c2cc(C(=O)Nc3cc(OC)cc(OC)c3)ccc2C(=O)N2CCCCCC21 (stereo unspecified),?
Cc1ncsc1CN1CCCCC1c1nc(CCOCC2CC2)no1 (stereo unspecified),i
COc1cccc(-c2ccc3c(N)c(C(=O)Nc4cc(C(F)(F)F)ccc4OC)sc3n2)c1,21%
O=C1CC2(CCN(CC3CCCCC3)CC2)Oc2ccccc21,-8%[44.1 µM]
CCc1c(C)nn(CCNC(=O)c2cc(S(N)(=O)=O)ccc2F)c1C,14%
CC(=O)N1CCC2(C1)N=C(c1cccnc1)C(=O)N2 (stereo unspecified),22%[44.1 µM]
COc1ccc(C(=O)N2CCN(C(=O)CS(=O)(=O)c3ccccc3)C[C@@H]2C(=O)N[C@H]2CCCNC2=O)cc1,21%
Cc1ccc(-n2ccnc(NCCc3ccc(S(N)(=O)=O)cc3)c2=O)cc1C,16%
CC(CNc1nccc(C2(c3ccccc3Cl)CCNCC2)n1)CN(C)C (stereo unspecified),-12%
O=C(c1ccc(N2CC3CC(C2)[C@H]2CCCC(=O)N2C3)nc1)N1CCN(c2ccc(F)cc2)CC1 (stereo partly specified),i
O=C1Cc2c(-c3ccc(C(=O)N4CCOCC4)cc3)n[nH]c2CN1Cc1ccccc1,-16%[44.1 µM]
O=C1[C@@H]2C[C@@H](CN2CC2CC2)Oc2ccccc2N1Cc1ccc(OC(F)(F)F)cc1,4µM*
CCc1ccc(C(=O)N2CCCC(c3noc(-c4cc5c(=O)[nH]c(C)cn5n4)n3)C2)cc1 (stereo unspecified),0.89µM*
CN(Cc1ccccc1)C[C@H]1CN2CC[C@H]1C[C@@H]2CNC(=O)c1ccccc1,?
O=C(NCc1ccccc1)c1nn(-c2ccccc2)nc1CO,i
O=C(NCC1CCCCO1)c1coc(COc2cccc(C(F)(F)F)c2)n1 (stereo unspecified),-24%
Cc1cccc(CC(=O)N2CC(=O)Nc3ccc(F)cc3C2c2ccccc2)c1 (stereo unspecified),1%
Cc1ccc(C(=O)N2CCC(c3n[nH]c(=O)n3-c3ccccc3)CC2)cc1,-5%
Cc1ccc(CNC(=O)C2CCN(C(=O)c3ccc(-n4ccc5ccccc54)s3)CC2)cc1,?
CN1C(=O)c2cccn2CC1CNC(=O)c1cccc2nccnc12 (stereo unspecified),38%[activator]
COC[C@@H]1CN(C(=O)CC2=CCCCC2)C[C@H]1c1ccccn1,i
CC(C)C(=O)N1CCN(c2nc3c(s2)CC(C(=O)Nc2ccc(Cl)cc2)CC3)CC1 (stereo unspecified),i
COc1ccc(S(=O)(=O)NCCSc2nnnn2-c2ccccc2)cc1,-21%
CCc1noc(-c2nc(-c3cccc(F)c3)no2)n1,-3%
O=C1CC(c2nnc(Cc3ccccc3Cl)o2)CN1c1ccccc1 (stereo unspecified),-19%
Cc1cccc(-n2cnc3cc(C(=O)NCc4ccccc4Cl)ccc32)c1,50%[activator][0.594 µM]
CN(Cc1cccc(C(F)(F)F)c1)C(=O)Cc1ccc(F)cc1,i
CCOc1ccccc1NC(=O)N1CCC(c2cc(-c3cccc(OC)c3)n[nH]2)CC1,-12%
Cc1ccc2onc(CC(=O)Nc3cc(F)ccc3F)c2c1,?
CCOc1ccccc1N1CC(c2nc3ccccc3n2CCCOc2ccc(OC)cc2)CC1=O (stereo unspecified),27%
c1cncc(Nc2cc3c(cn2)CN(Cc2cccs2)CCN3)c1,0%[44.1 µM]
COC(=O)c1ccc(NC(=O)C2CCN(c3ncnc4c3nc3n4CCCCC3)CC2)cc1,-24%
COc1cccc(CC(=O)N2CCc3nn(Cc4ccccc4)c(=O)n3CC2)c1,i
O=C(Cn1ccn2nc(-c3ccc(F)cc3)c(CO)c2c1=O)NCCc1ccc(Cl)cc1,-5%

# The list goes on; it opens with the six that closed the last part.
SMILES,Pf Dd2 growth
Cc1ccc2onc(CC(=O)Nc3cc(F)ccc3F)c2c1,?
CCOc1ccccc1N1CC(c2nc3ccccc3n2CCCOc2ccc(OC)cc2)CC1=O (stereo unspecified),27%
c1cncc(Nc2cc3c(cn2)CN(Cc2cccs2)CCN3)c1,0%[44.1 µM]
COC(=O)c1ccc(NC(=O)C2CCN(c3ncnc4c3nc3n4CCCCC3)CC2)cc1,-24%
COc1cccc(CC(=O)N2CCc3nn(Cc4ccccc4)c(=O)n3CC2)c1,i
O=C(Cn1ccn2nc(-c3ccc(F)cc3)c(CO)c2c1=O)NCCc1ccc(Cl)cc1,-5%
Cc1ccc(NC(=O)CSc2ncnc3c2sc2ccccc23)cc1C,9%
OCC1CN(Cc2ccc(F)cc2Cl)CC12CCNCC2 (stereo unspecified),-4%
COc1ccccc1Nc1nn2c(=O)c3ccc(C(=O)NCc4cccs4)cc3nc2s1,?
COC(=O)c1ccccc1NC(=O)Cn1c(=O)n(CCCCC(=O)NCc2ccc3c(c2)OCO3)c(=O)c2ccccc21,i
Cc1ccc(S(=O)(=O)N2CCN(C(=O)Cn3nc4c(cc3=O)CCCC4)CC2)cc1,-1%
COc1ccc(Nc2ncnc3scc(-c4ccc(F)cc4)c23)cc1,i
COc1ccc(CCCN2C(=O)O[C@@H]3CN(C(=O)C4CCOCC4)C[C@@H]32)cc1,3%
Cc1ccc2oc(-c3ccc(NC(=O)c4cccc(F)c4)c(C)c3)nc2c1,37%[activator]
O=C(Nc1ccc2[nH]ccc2c1)c1cnc2c(c1)N([S+](=O)([O-])c1cccnc1)CCC2,i
Cc1cc(C(=O)N2CCCC[C@H](N(C)C)C2)c(-c2ccccc2)o1,?
COc1ccc(CN2CCNc3cnc(OCc4cccnc4)cc3C2)cc1,5%[44.1 µM]
O=C(O)CC1(CC(=O)N2CC[C@H]3NC(=O)N(c4ccc(F)cc4)C(=O)[C@H]32)CCCC1,-3%[44.1 µM]
COc1ccc(N2CCN(c3ccc(-c4nc(-c5cccc(C)c5)no4)cc3[N+](=O)[O-])CC2)cc1,31%[activator]
O=S(=O)(c1cccnc1)N1CCc2onc(-c3cccc4ccccc34)c2C1,-17%
Cc1ccc(NS(=O)(=O)c2ccc3c(c2)NC(=O)CCS3)cc1F,?
Cn1c(=O)c2sccc2n2c(CCCC(=O)Nc3ccc(Oc4ccccc4)cc3)nnc12,?
N#Cc1ccccc1NC(=O)C(=O)NCC(c1ccc2c(c1)OCO2)N1CCN(c2ccccc2)CC1 (stereo unspecified),-12%
CN1C(=O)CCCCC1C(=O)N1CCCCC1 (stereo unspecified),11%
CC(C)(C)NC(=O)N1CCC2(CC1)CC(Cc1cccc(F)c1)CCO2 (stereo unspecified),i
CC1CCN(c2cc3c(cc2F)c(=O)c(S(=O)(=O)c2ccc(Cl)cc2)cn3C)CC1,?
O=C1Nc2ccccc2C12CCN(S(=O)(=O)c1cccc(C(F)(F)F)c1)CC2,8%
COc1cc2c(cc1Oc1ccccc1)NC(=O)C21CCN(Cc2cccnc2)CC1,-22%[44.1 µM]
Cc1ccc(S(=O)(=O)N(C)CC2CCOC2)cc1Cl (stereo unspecified),4%[5.79 µM]
O=C1[C@H]2CN(Cc3ccc(F)cc3F)C[C@H]2C(=O)N1CCN1CCc2ccccc2C1,-24%
COc1ccc(C(=O)Nc2cccc(-c3cn4ccsc4n3)c2)cc1OC,-4%
COC(=O)[C@@H](Cc1c[nH]c2ccccc12)NC(=O)[C@@H]1CN(C(=O)c2cccnc2)CCN1C(=O)NC(C)C,5%
CCCN(CC1CCOC1)S(=O)(=O)c1ccc(CC)cc1 (stereo unspecified),13%[5.79 µM]
Cc1cc(C)cc(NC(=O)Cn2c(-c3ccccc3)nc(C)c(CCO)c2=O)c1,?
Cc1ccc(-n2nc(C(=O)NCCN(C)C)c(=O)n(C)c2=O)cc1,11%[5.79 µM]
COc1ccc(NC(=O)NCC2CCOCC2)cc1F,15%

# Five compounds out of the list, arranged by formula weight, low to high.
SMILES,Pf Dd2 growth
COc1ccc(NC(=O)NCC2CCOCC2)cc1F,15%
Cc1ccc(-n2nc(C(=O)NCCN(C)C)c(=O)n(C)c2=O)cc1,11%[5.79 µM]
Cc1cc(C)cc(NC(=O)Cn2c(-c3ccccc3)nc(C)c(CCO)c2=O)c1,?
COc1cc2c(cc1Oc1ccccc1)NC(=O)C21CCN(Cc2cccnc2)CC1,-22%[44.1 µM]
COC(=O)[C@@H](Cc1c[nH]c2ccccc12)NC(=O)[C@@H]1CN(C(=O)c2cccnc2)CCN1C(=O)NC(C)C,5%

# Next part:
SMILES,Pf Dd2 growth
COc1cccc(C(=O)Nc2ccccc2-c2nnc(-c3cccc(OC)c3)o2)c1,i
CCCCc1ncc(-c2c(-c3ccccc3)ncn2CCC2CCCN2C)[nH]1 (stereo unspecified),?
Cn1nc(-c2ccco2)cc1[C@H]1CN2CC[C@H]1C[C@@H]2CNC(=O)c1cccs1,?
Cc1cc(C)c(NC(=O)CCN2CCCCC2)c(C)c1,-17%
CN1CCCC2(CCN(C(=O)CCCS(N)(=O)=O)C2)C1=O (stereo unspecified),-15%
COc1ccccc1-c1cc(C(=O)NCc2cnn(C)c2)c2c(c1)N(C)CCO2,?
CCOc1ccc(S(=O)(=O)N2CCN(c3cc(Cl)ccc3Cl)CC2)c2ccccc12,14%
O=C(O)C[C@@H]1CCN(C(=O)Nc2ccccc2)C[C@@H]1CCN1CCC(n2c(=O)[nH]c3ccccc32)CC1,10%
CC(=O)NCC(=O)N[C@@H]1CN(Cc2ccccc2)C[C@H]1CO,6%
Cc1ccc(CC(=O)NC2CCN(c3cc(-c4ccc(F)cc4)[nH]n3)C2)cc1 (stereo unspecified),?
CCC(=O)Nc1ccc(C2(C(=O)N3CCCC(C)C3)CCCCC2)cc1 (stereo unspecified),?
O=C(CSc1nnc(CNC(=O)c2ccccc2F)n1-c1ccccc1)Nc1ccccc1F,-8%
COCCCNC(=O)c1cc2n(n1)CCCN(Cc1ccc(C)cc1)C2=O,-20%
CC1CCC2(CC1)NC(=O)N(CC(=O)NC(C)(C)C)C2=O (stereo unspecified),1%
CN1C[C@@H](NC(=O)c2ccccc2)C[C@H]1c1nc(-c2ccc3c(c2)OCO3)no1,?
COc1cc(-c2nc(SCC(=O)Nc3ccc(C)cc3)c(-c3ccc(F)cc3)[nH]2)cc(OC)c1OC,i
NC1CCc2nn(CC(=O)NCCOc3ccccc3)c(=O)n2CC1 (stereo unspecified),-2%
Cc1nc(C)c(C(=O)NCCc2ncc(C)n2C2CCC2)s1,i
Cc1ccccc1C(=O)NCc1nnc2c(-c3nc(C(C)C)no3)cccn12,i
CN(C)c1oc(/C=C/c2ccc(F)cc2)nc1C#N,-26%
CCN(CCCNC(=O)c1cc2c(=O)n(CC)c3ccccc3c2s1)c1ccccc1,-1%
CC(=O)N1CCn2c(nn(-c3ccc([N+](=O)[O-])cc3)c2=O)C1,17%[44.1 µM]
COCCN(Cc1ccccc1F)C(=O)c1cnc(Nc2ccccc2)nc1,-5%
O=C(c1ccc2c(c1)OCO2)N1CCC(c2n[nH]c(=O)n2Cc2ccc(F)cc2)CC1,i
COc1cc(OC)cc(C(=O)Nc2c(C(=O)Nc3ccc(F)cc3)oc3ccccc23)c1,?
O=C(c1cccc(OC2CN(C3CCCCCC3)C2)c1)N1CCOCC1,-2%
O=C(Cn1c(=O)n(Cc2ccc(C(=O)NCc3ccccc3Cl)cc2)c(=O)c2ccccc21)Nc1ccc(F)c(Cl)c1,10µM*
Cc1cc(C)c(S(=O)(=O)NCC(c2ccc(N(C)C)cc2)N2CCc3ccccc32)c(C)c1 (stereo unspecified),?
O=C(c1nccc2ccccc12)N1CC(N(Cc2cccnc2)C(=O)Nc2ccccc2)C1,?
Cc1ccc(CN2CC[C@@H]3[C@H]2C(=O)NC[C@H](CCC(=O)Nc2ccccc2)N3C)cc1,11µM*
CC(=O)Nc1ccc(NC(=O)CN2C(=O)NC(c3ccccc3Cl)C3=C2COC3=O)cc1 (stereo unspecified),-20%
CCc1ccc(NC(=O)C2CCCN(S(=O)(=O)c3ccc4c(c3)oc(=O)n4C)C2)cc1 (stereo unspecified),?

# An excerpt; rates above refer to the full screens.
